From PubChem BioAssay
NCI-60 one-dose screen, 48 h, at 10 µM unless noted. Numbers give growth in % (100 = growth as untreated, 0 = no growth, -100 = all killed).
NCI-H522 – NCI-H522 lung cancer; actives 8% (n = 78,000)
NCI-H322M – NCI-H322M lung cancer. actives 2.7% (n = 80,000). AID 1794733
HT29 – HT29 colon cancer; actives 7.4% (n = 81,000)
NCI-H23 – NCI-H23 lung cancer; actives 4% (n = 80,000); AID 1794731
COLO 205 – COLO 205 colon cancer; actives 7.3% (n = 79,000); AID 1794742
NCI-H226 – NCI-H226 lung cancer. AID 1794732. actives 3.5% (n = 79,000)
SW-620 – SW-620 colon cancer; actives 5.2% (n = 82,000)
HCT-15 – HCT-15 colon cancer; actives 5.2% (n = 82,000); AID 1794746
NCI-H460 – NCI-H460 lung cancer; actives 6.8% (n = 82,000); AID 1794736
* = called active by the depositor; . = no result given; & = joins results of further samples. How the source made its calls: active means growth percent below 10; inactive means the rest.

SMILES | NCI-H522 | NCI-H322M | HT29 | NCI-H23 | COLO 205 | NCI-H226 | SW-620 | HCT-15 | NCI-H460
CCN(CC)c1ccc(/C=N/NC(=O)c2ccc(S(N)(=O)=O)cc2)c(O)c1 | 15 | 22 | 25 | 21 | 14 | 43 | 35 | 21 | 4.2*
COC(=O)/C=C1/CCCCC1(C)C(=O)OC (stereo unspecified) | . | 105 | 102 | 109 | 120 | 102 | 106 | 93 | 107
COc1ccc(-c2ccc(NC(=O)Nc3cccc(C(F)(F)F)c3)c(C)n2)cc1 | 28 | 64 | 48 | 48 | 85 | 58 | 81 | 41 | 49
Cc1cccc(N2CCN(CC(O)COc3ccc4ccccc4c3)CC2)c1 (stereo unspecified) | 105&89 | 103&110 | 98&97 | 101&102 | 119&107 | 97&100 | 99&103 | 106&105 | 103&112
O=S(=O)(Nc1nnc(-c2ccccc2)s1)c1ccccc1 | 98 | 107 | 118 | 117 | 115 | 100 | 105 | 97 | 112
N#Cc1c(NC(=O)Nc2ccc(F)cc2F)sc(=S)c2c1CCCC2 | 55 | 88 | 102 | 51 | 105 | 79 | 87 | 59 | 69
O=[N+]([O-])c1ccc(N/N=C\c2ccc(O)cc2O)nc1 | 11 | 40 | 90 | 45 | 66 | 85 | 56 | 30 | 20
S=C1CCC2C(=S)N3C(=S)CCC3C(=S)N12 (stereo unspecified) | 93 | 104 | 108 | 99 | 124 | 89 | 106 | 101 | 101
CCOC(=O)CSC1=NCCN1 | 98 | 93 | 100 | 98 | 114 | 89 | 102 | 109 | 105
C/C(Cc1ccc(Cl)cc1)=C(/c1ccc(Cl)cc1)c1ccc(OCCCN(C)C)cc1 | 96 | 97 | 97 | 95 | 99 | 105 | 84 | 93 | 93
COc1ccc2c3c([nH]c2c1)[C@H]1C[C@H]2[C@H](C[C@@H](O)[C@H](OC)[C@H]2CO)CN1CC3 | 73 | 108 | 108 | 107 | 175 | 118 | 103 | 102 | 106
Cc1ccnc(NS(=O)(=O)c2ccc(NC(=O)CSc3nc4ccccc4c(=O)n3-c3ccccc3)cc2)n1 | 93 | 98 | 109 | 97 | 102 | 95 | 100 | 106 | 105

Rewritten with two lines to a compound: part of the list above
Below each SMILES: NCI-H522	NCI-H322M	HT29	NCI-H23	COLO 205	NCI-H226	SW-620	HCT-15	NCI-H460
COC(=O)/C=C1/CCCCC1(C)C(=O)OC (stereo unspecified)
→ .	105	102	109	120	102	106	93	107
COc1ccc(-c2ccc(NC(=O)Nc3cccc(C(F)(F)F)c3)c(C)n2)cc1
→ 28	64	48	48	85	58	81	41	49
Cc1cccc(N2CCN(CC(O)COc3ccc4ccccc4c3)CC2)c1 (stereo unspecified)
→ 105&89	103&110	98&97	101&102	119&107	97&100	99&103	106&105	103&112
O=S(=O)(Nc1nnc(-c2ccccc2)s1)c1ccccc1
→ 98	107	118	117	115	100	105	97	112
N#Cc1c(NC(=O)Nc2ccc(F)cc2F)sc(=S)c2c1CCCC2
→ 55	88	102	51	105	79	87	59	69
O=[N+]([O-])c1ccc(N/N=C\c2ccc(O)cc2O)nc1
→ 11	40	90	45	66	85	56	30	20
S=C1CCC2C(=S)N3C(=S)CCC3C(=S)N12 (stereo unspecified)
→ 93	104	108	99	124	89	106	101	101
CCOC(=O)CSC1=NCCN1
→ 98	93	100	98	114	89	102	109	105
C/C(Cc1ccc(Cl)cc1)=C(/c1ccc(Cl)cc1)c1ccc(OCCCN(C)C)cc1
→ 96	97	97	95	99	105	84	93	93
COc1ccc2c3c([nH]c2c1)[C@H]1C[C@H]2[C@H](C[C@@H](O)[C@H](OC)[C@H]2CO)CN1CC3
→ 73	108	108	107	175	118	103	102	106
Cc1ccnc(NS(=O)(=O)c2ccc(NC(=O)CSc3nc4ccccc4c(=O)n3-c3ccccc3)cc2)n1
→ 93	98	109	97	102	95	100	106	105

Next section.
SMILES | NCI-H522 | NCI-H322M | HT29 | NCI-H23 | COLO 205 | NCI-H226 | SW-620 | HCT-15 | NCI-H460
O=C(/C=C\c1ccco1)CCN1CCCCC1 | 103 | 116 | . | 98 | 117 | 102 | 105 | 95 | 102
O=c1[nH]c(=O)c2[nH]c(-c3cc4ccccc4[nH]c3=O)nc2[nH]1 | 48 | 118 | 106 | 104 | 105 | 90 | 99 | 96 | 102
OCCCN1CCCCC1CO (stereo unspecified) | 98 | 97 | . | 99 | 106 | 99 | 102 | 99 | 101
CCOC(=O)C(CC)c1ccccc1 (stereo unspecified) | 113 | 123 | 106 | 94 | 112 | 111 | 109 | 114 | 114
Cc1ccc2c(n1)C(=O)C(Br)=C(c1cccc(Cl)c1)C2=O | 78 | 84 | 102 | 80 | . | . | 84 | 57 | 81
Nc1ccc(-c2ccncc2)cc1NC(=O)N1CCCC1 | 57 | 92 | 73 | 102 | 105 | 98 | 98 | 100 | 100
Cc1ccccc1NC(=O)c1cccc(NC(=O)CCl)c1 | -72* | 101 | 36 | 53 | 76 | 42 | 42 | 43 | 42
COc1cccc(-c2nn(C(C)(C)C)cc2-c2ccnc(NCCNS(=O)(=O)c3cccc(F)c3)c2)c1 | 99 | 107 | 106 | 104 | 120 | 105 | 105 | 99 | 103
O=c1c[n+](Cc2ccc(Cl)cc2)[nH]o1 | 117 | 103 | 102 | 99 | 107 | 109 | 93 | 100 | 101
S=c1[nH]nc(-c2ccc3c(c2)OCO3)n1-c1cccnc1 | 98 | 101 | 107 | 104 | 108 | 102 | 100 | 99 | 105
CCOC(=O)c1nc(-c2cccc(Cl)c2)nc2ccccc12 | 91 | 110 | 99 | 96 | 111 | 106 | 101 | 94 | 102
C[C@]1(CO)O[C@H](n2cc(F)c(N)nc2=O)C[C@@H]1O | 56 | 98 | 61 | 96 | 61 | 86 | 79 | 97 | 34
CCOC(=O)c1c2ncccc2n2c(=O)n(-c3ccccc3Cl)nnc12 | 79 | 89 | 114 | 93 | 106 | 96 | 105 | 108 | 110
COc1ccc(NC(=O)Cn2cnc3c2c(=O)n(C)c(=O)n3C)cc1 | 84 | 111 | 92 | 93 | 104 | 103 | 103 | 107 | 106
Cc1[nH]c(C(=O)Nc2ccc(C(=O)NCC3CCNCC3)cc2OC(C)C)c(Cl)c1Cl | 91 | 92 | 41 | 83 | -13* | 84 | 34 | 94 | 35
COC(=O)C[C@](O)(CCC(C)C)C(=O)O[C@H]1C(OC)=C[C@@]23CCC(=O)N2CCc2cc4c(cc2[C@@H]13)OCO4 | 84 | 120 | 102 | 102 | 121 | 86 | 98 | 102 | 103
O=C(/C=C\c1ccc(Br)cc1)c1ccccc1 | 81 | 96 | 77 | 94 | 109 | 101 | 12 | 62 | 103
O=C1CCCCC(=O)[C@H]2CC3(OCCO3)C(=O)O[C@@H]2CO1 | 105 | 103 | 119 | 103 | 114 | 104 | 105 | 101 | 101
ClCCOCCn1cnc2c(Cl)nc(Cl)nc21 | 60 | 90 | 37 | 55 | 88 | 75 | 48 | 18 | 29
Brc1ccc2[nH]cc(-c3nc(-c4c[nH]c5ccncc45)cs3)c2c1 | -68* | -19* | -63* | -42* | -76* | 90 | -77* | -68* | -91*
CC(=O)N1C(=O)c2cccc3cccc1c23 | 103 | 121 | 108 | 106 | 122 | 118 | 107 | 99 | 111
N#Cc1cc(Cl)c2c(c1)CN(c1ncc(Cc3cccc(N4CCOCC4)c3)s1)CC2 | 22 | 90 | 56 | 75 | . | 76 | 72 | 53 | 84
CCN1CCC(CCOC)(CN2c3ccccc3Sc3ccc(Cl)cc32)C1 (stereo unspecified) | 65 | 66 | 7.7* | 64 | 40 | 74 | 54 | 49 | 24
NC(Cc1ccc(O)c(O)c1)C(=O)O (stereo unspecified) | 91 | 91 | 98 | 98 | 108 | 98 | 112 | 96 | 109
C[N+](C)(C)CC(=O)N/N=C/C(O)C(O)C(O)C(O)CO (stereo unspecified) | 99 | 102 | 105 | 104 | 116 | 110 | 108 | 95 | 117
CC(=O)Nc1ccc(C2NCC(=O)N2O)cc1 (stereo unspecified) | 93 | 104 | 113 | 97 | 107 | . | 108 | 110 | 108
CCOc1ccc(NC(C)=O)cc1 | 89&109 | 90&105 | 98&107 | 95&97 | 97&112 | 95&107 | 98&103 | 102&105 | 107&107
COc1ccc(S(=O)(=O)Nc2c(/C=C\c3cc(OC)c(OC)c(OC)c3)ccc(OC)c2O)cc1 | -48* | 41 | 12 | 33 | 3.2* | 13 | 23 | 7.3* | 6.2*
CCN1CCN(Cc2ccc(NC(=O)c3nc4ccc5[nH]ncc5c4c4c3CCCC4)cc2C(F)(F)F)CC1 | -77* | 2.4* | -74* | 75 | -77* | 60 | -58* | -48* | -73*
O=C1c2ccccc2C(=O)N1CN1CCN(c2cc(=O)n(-c3ccccc3)c3ccccc23)CC1 | 94 | 103 | 103 | 101 | 116 | 102 | 105 | 102 | 105
C#C[C@@]1(O)[C@@H](CO)O[C@@H](n2cc(C(F)(F)F)c3c(N)ncnc32)[C@@H]1O | -53* | 16 | 0.3* | 2.7* | -77* | -12* | 4.5* | 3.1* | 2.0*
COCCOCCCl | 101 | 112 | 105 | 102 | 107 | 101 | 101 | 99 | 104
Cc1c(/C=C2\Oc3ccccc3C2=O)c(=O)n(-c2ccccc2)n1C | 86 | 103 | 87 | 95 | 114 | 96 | 103 | 96 | 106
Fc1ccc(Nc2n[nH]c(-c3ccccc3)n2)cc1 | 83 | 87 | 96 | 93 | 116 | 98 | 103 | 107 | 106
COc1ccc(-c2onc(N)c2-c2cc(OC)c3c(c2OC)OCO3)cc1 | 86 | 97 | 99 | 98 | 111 | 87 | 98 | 104 | 104
CCN1C(=O)N(CC)C2C1NN=C1SCC(=O)N12 (stereo unspecified) | 78 | 103 | 60 | 96 | 45 | 92 | 74 | 82 | 103
Cc1ccccc1/C=C1/SC(N2CCN(c3ccccc3)CC2)=NC1=O | 94 | 98 | 110 | 99 | 116 | 102 | 98 | 96 | 102
CCCC(C)c1ccc(O)cc1 (stereo unspecified) | 92 | 118 | 106 | 112 | 116 | 113 | 103 | 107 | 103
COc1ccc(C(=O)/C=C/c2c(OC)cc(OC)cc2OC)c(OC)c1 | -6.8* | 56 | 1.7* | 26 | 8.2* | 69 | 17 | 5.3* | 8.8*
Cc1nc2n(c1C(=O)N(C(=O)c1c(C)nc3n1CCS3(=O)=O)c1ccccn1)CCS2(=O)=O | 91 | 109 | 108 | 99 | 115 | 104 | 94 | 112 | 117
O=C1c2ccccc2C(=O)N1CCCl | 105 | 121 | 109 | 109 | 118 | 99 | 98 | 101 | 104
c1ccc(Cn2ccnc2C2OCCO2)cc1 | 96 | 118 | 111 | 111 | 123 | . | 97 | 104 | 101
O=Cc1nccc2c1[nH]c1ccccc12 | 94 | 101 | 101 | 103 | 115 | 82 | 111 | 80 | 100
Nc1nc(N)c2c(n1)NC(c1ccc(Cl)cc1)CC(c1ccc(Nc3nc(NCCO)nc(Nc4ccc(Cl)cc4)n3)cc1)=N2 (stereo unspecified) | 25 | 56 | -22* | 33 | 67 | 82 | -36* | 1.9* | -57*
O=C(OCc1nc2sc3c(c2c(=O)[nH]1)CCCC3)c1cn(-c2ccccc2)nc1-c1ccccc1 | 84 | 103 | 106 | 96 | 123 | 98 | 96 | 93 | 100
COc1ccc(/C=C/C(=O)c2ccc(NC(=O)CSc3nnc(-c4cc(-c5ccc(OC)cc5)nc5ccccc45)n3-c3ccccc3)cc2)cc1 | 91 | 89 | 111 | 96 | 106 | 93 | 100 | 103 | 105
Cc1ccc(C2CC(c3ccc(Nc4nc(NCCO)nc(N5CCOCC5)n4)cc3)=NN2c2cc(Cl)cc(Cl)c2)cc1 (stereo unspecified) | 85 | 95 | 93 | 96 | . | . | 101 | 82 | 81
COC(=O)[C@H]1[C@H]2C[C@@H]3c4[nH]c5cc(OC)ccc5c4CCN3C[C@H]2C[C@@H](OC(=O)c2ccc(N)cc2)[C@@H]1OC | 94 | 101 | 85 | 125 | 82 | 94 | 79 | 95 | 100
CCN(CC)C(C)C(=O)Nc1cccc(Cl)c1C (stereo unspecified) | 75 | 92 | 86 | 106 | 108 | 98 | 112 | 104 | 109
CCn1cc(CNc2ccc(C(=O)Nc3ccc4ccccc4c3)cc2)c(C)n1 | 75 | . | 76 | 53 | 69 | 51 | 88 | 56 | 63
C=C1CCC2C(C)(CO)C(O)CCC2(C)C1C/C=C1/C(=O)OCC1OCc1ccccc1 (stereo unspecified) | 79 | 94 | 78 | 102 | 114 | 90 | 54 | 75 | 97
CCCCCC(=O)c1ccc(O)cc1O | . | 109 | 103 | 109 | 109 | 98 | 106 | 96 | 100
CCOC(=O)c1cnn(-c2ccc(-c3ccccc3OC)nn2)c1N | 78 | 92 | 94 | 86 | 102 | 109 | 114 | 91 | 104
Cc1cccc(OCC(O)CN2CCCC2)c1 (stereo unspecified) | 113 | 116 | 110 | 96 | 129 | 102 | 104 | 98 | 105
CC(C)Sc1nc(NC2CC2)c(C#N)c(-c2ccc(C(C)C)cc2)n1 | 80 | 112 | 113 | 101 | 127 | 98 | 108 | 106 | 115
CCCn1c(O)c(N=NC(=O)c2oc3ccccc3c2C)c2ccccc21 | 90 | 88 | 107 | 85 | 114 | . | 94 | 96 | 84
Cc1ccc(C)c2c1SC1=NNC(Oc3ccc(Cl)cc3)=C(C#N)C(=N)N12 | 88 | 101 | 103 | 93 | 105 | 94 | 104 | 104 | 100
CC(Cc1ccccc1)NNC(=O)CC#N (stereo unspecified) | 81 | 103 | 91 | 95 | 107 | 95 | 104 | 106 | 107
OCCn1nnc2ccccc21 | 101 | 96 | 106 | 98 | 107 | . | 98 | 102 | 103
CN1CCN(Cc2c[nH]c3ncnc(N4CCCCC4)c23)CC1 | 98 | 110 | 101 | 100 | 103 | 100 | 104 | 106 | 102
